Compound activity: PubChem, several laboratories
Bim-Bfl-1: inhibitors of Bim binding to Bfl-1, primary screen, biochemical, multiplexed, bead-based flow cytometry. AID 1008, 2008. 190,000 tested, 0.12% active. Bcl-2-related protein A1 (Homo sapiens), Q16548. Bim-Bfl-1 binding inhibition. inhibition, % at 10 µM;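 further: 0% = wells without compound plus tracer and 100% = blocker peptide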
RGS4-Gao reg: modulators of RGS4 binding to Galphao, primary screen, biochemical, multiplexed bead flow cytometry; actives lie on both sides; binding response (% of control), % at 10 µM; 220,000 tested, 0.33% active; Guanine nucleotide-binding protein G(o) subunit alpha (Homo sapiens), P09471; AID 1415, 2008; in the data active means binding response below about 49% or above about 150%; inactive means in between;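 further: fluorescent Galphao activated with aluminum fluoride binding bead-coupled RGS4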
Bim-Bcl-W: inhibitors of Bim binding to Bcl-W, primary screen, biochemical, multiplexed, bead-based flow cytometry; Bim peptide-Bcl-W binding; inhibition, % at 10 µM; Bcl-2-like protein 2 (Homo sapiens), Q92843; 190,000 tested, 0.02% active;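 further: 0% = bound tracer without compound and 100% = peptide blocker; higher means less fluorescent Bim peptide bound to Bcl-W beads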
Target sequence (Q92843 whole entry, looked up): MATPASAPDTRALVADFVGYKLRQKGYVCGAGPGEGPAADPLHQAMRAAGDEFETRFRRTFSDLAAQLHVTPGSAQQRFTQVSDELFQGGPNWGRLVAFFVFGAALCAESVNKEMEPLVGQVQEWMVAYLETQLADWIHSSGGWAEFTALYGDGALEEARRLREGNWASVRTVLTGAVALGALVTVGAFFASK
RGS7-Gao reg: RGS7-Galphao binding modulators, primary screen, biochemical, multiplexed bead flow cytometry. binding response (% of control), % at 10 µM. Guanine nucleotide-binding protein G(o) subunit alpha (Homo sapiens), P09471. actives lie on both sides. 220,000 tested, 0.35% active; in the data active means binding response below about 49% or above about 150%; inconclusive means no clear call, values can overlap the other calls; inactive means in between;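 further: fluorescent Galphao held in activated GDP-AlF4 state binding bead-coupled RGS7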
Mcl1-Bid inh: Mcl-1/Bid binding inhibitors, primary screen, biochemical, TR-FRET, 1536-well. TR-FRET Mcl-1/Bid-Dy647 peptide binding. inhibition, % at 21.7 µM. Induced myeloid leukemia cell differentiation protein Mcl-1 (Homo sapiens), Q07820. 220,000 tested, 0.97% active. AID 1021, 2008;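 active means compounds that cut the binding signal by more than half at the single screening dose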;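 further: His-tagged Mcl-1 with europium anti-His antibody binding Bid BH3 peptide; 0% = Mcl-1 plus peptide wells and 100% = peptide-only wells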
Bcl-B Bim block: inhibitors of Bim-Bcl-B binding, primary screen, biochemical, multiplexed, human Bcl-2 family; AID 951, 2007; inhibition, % at 10 µM; bead-based flow cytometry, Bim peptide-Bcl-B binding; 190,000 tested, 0.073% active; Bcl-2-like protein 10 (Homo sapiens), Q9HD36;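 further: 0% = tracer peptide without compound and 100% = reference inhibitor peptide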
Target sequence (Q9HD36 whole entry, looked up): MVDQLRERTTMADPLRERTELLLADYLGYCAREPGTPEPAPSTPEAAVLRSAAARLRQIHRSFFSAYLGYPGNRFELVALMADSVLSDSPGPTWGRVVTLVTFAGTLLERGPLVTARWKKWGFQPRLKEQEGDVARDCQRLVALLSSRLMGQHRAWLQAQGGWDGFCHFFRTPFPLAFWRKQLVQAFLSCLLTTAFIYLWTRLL
GSH bead fluor: compound fluorescence on glutathione beads, profiling panel, artefact control, biophysical, 488/530 nm, flow cytometry; 190,000 tested, 0.25% active; fluorescence (KMESF) at 10 µM; AID 1776, 2009; GSH beads flow cytometry, compound fluorescence 488/530 nm; stronger effect = higher value; in the data active means fluorescence above about 89;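 further: glutathione beads carrying GST-tagged Bcl family fusion proteins plus one bare bead set; values are compound well signal with DMSO vehicle wells as background; inactives centre near 16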
Bim-Bcl-2: inhibitors of Bim-Bcl-2 binding, primary screen, biochemical, multiplexed, human Bcl-2 family; Bead-based flow cytometry, Bim peptide-Bcl-2 binding; inhibition, % at 10 µM; 190,000 tested, 0.06% active; in the data active means inhibition above about 40%; inconclusive means no clear call, values can overlap the other calls;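 further: 0% = no compound wells with probe peptide and 100% = reference peptide inhibitor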
Target sequence (P10415 whole entry, looked up): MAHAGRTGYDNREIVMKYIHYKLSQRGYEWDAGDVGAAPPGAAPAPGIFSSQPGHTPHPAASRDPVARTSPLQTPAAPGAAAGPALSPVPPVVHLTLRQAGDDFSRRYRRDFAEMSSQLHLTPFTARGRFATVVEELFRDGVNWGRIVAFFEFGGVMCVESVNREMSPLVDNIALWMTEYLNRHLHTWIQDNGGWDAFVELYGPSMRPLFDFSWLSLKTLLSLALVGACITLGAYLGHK
Bim-Bcl-XL: inhibitors of Bim-Bcl-XL binding, primary screen, biochemical, multiplexed, bead flow cytometry, human Bcl-XL; 190,000 tested, 0.04% active; inhibition, % at 10 µM; Bim peptide-Bcl-XL binding, fluorescence
Target sequence (Q07817 whole entry, looked up): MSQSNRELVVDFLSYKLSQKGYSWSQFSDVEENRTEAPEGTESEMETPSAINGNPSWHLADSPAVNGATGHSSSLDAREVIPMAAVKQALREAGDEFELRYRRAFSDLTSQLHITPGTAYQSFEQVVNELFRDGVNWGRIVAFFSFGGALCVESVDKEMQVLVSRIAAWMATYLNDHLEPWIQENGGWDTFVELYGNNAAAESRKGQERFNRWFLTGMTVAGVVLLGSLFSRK
Bim-Mcl-1: inhibitors of Bim peptide binding to Mcl-1, primary screen, biochemical, bead-based flow cytometry, multiplex; inhibition, % at 10 µM; AID 1009, 2008; Induced myeloid leukemia cell differentiation protein Mcl-1 (Homo sapiens), Q07820; 190,000 tested, 0.1% active; Bim peptide-Mcl-1 binding;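 further: 0% = no compound tracer wells and 100% = peptide blocker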
RGS8-Gao: RGS8-Galphao binding modulators, primary screen, biochemical, multiplexed bead flow cytometry | Guanine nucleotide-binding protein G(o) subunit alpha (Homo sapiens), P09471 | actives lie on both sides | response (percent of control binding), % at 10 µM | 220,000 tested, 0.34% active | AID 1423, 2008; in the data active means response below about 60% or above about 140%; inactive means in between;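 further: Galphao activated as the GDP aluminium fluoride complex binding bead-coupled RGS8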
Active calls of the source: *; ? = inconclusive; · = no result given. Unless noted, no stated cut-off is given here; in the data, active means inhibition above about 40%.

smiles,Bim-Bfl-1,RGS4-Gao reg,Bim-Bcl-W,RGS7-Gao reg,Mcl1-Bid inh,Bcl-B Bim block,GSH bead fluor,Bim-Bcl-2,Bim-Bcl-XL,Bim-Mcl-1,RGS8-Gao
Cc1cc2nc(-c3ccc(SCC(=O)Nc4ccc(S(=O)(=O)NC5CC5)cc4)nc3)[nH]c2cc1C,-6,103,-1,100,-41,-10,12,-13,-6,0,106
O=C(c1ccccc1)c1c[nH]cc1-c1ccccc1,0,100,0,99,-11,-1,15,0,-1,0,101
Clc1ccc(CO/N=C/c2c(-c3ccccc3)nc3n2CCS3)c(Cl)c1,-1,96,-5,95,9,-2,15,-1,0,0,98
Clc1nc2sccn2c1/C=N/n1cnc2ccccc21,0,101,6,98,-13,12,15,0,13,9,100
Cc1ccc(S(=O)(=O)N2CCC(=O)N2)cc1,-1,94,0,92,-37,0,15,0,1,-1,99
CCN1CCN(C(=O)c2cnn3c(C(F)F)cc(-c4ccc(C)cc4)nc23)CC1,0,97,-1,100,-5,-2,13,-1,-4,-3,98
O=C(Cn1cnnn1)Nc1cccc([N+](=O)[O-])c1,-5,105,0,100,-11,-2,22,-5,-2,0,101
CN(C(=O)CC(=O)Nc1ccc(Cl)c(Cl)c1)c1ccccc1,1,102,-2,102,-1,0,68,-3,-3,-1,104
CCSC1=N/C(=C\c2ccc(OC)cc2)C(=O)N1,-11,97,-4,97,-29,-13,17,-18,-8,-4,97
Cc1cc(NC(=O)c2ccccc2)ncc1NC(=O)c1ccco1,-3,97,-1,100,-27,-2,16,-1,-3,-1,99
CCNC(=S)N1CCN(CCN2C(=O)c3cccc4cccc(c34)C2=O)CC1,0,102,0,?,-10,-15,15,-5,-2,3,100
Cc1snc(SCC(=O)c2ccc(Cl)cc2)c1C#N,-11,97,-4,96,13,-30,21,-15,-10,-9,100

Pulled by compound from the entries so far (3):
smiles,Bim-Bfl-1,RGS4-Gao reg,Bim-Bcl-W,RGS7-Gao reg,Mcl1-Bid inh,Bcl-B Bim block,GSH bead fluor,Bim-Bcl-2,Bim-Bcl-XL,Bim-Mcl-1,RGS8-Gao
Clc1nc2sccn2c1/C=N/n1cnc2ccccc21,0,101,6,98,-13,12,15,0,13,9,100
Cc1cc(NC(=O)c2ccccc2)ncc1NC(=O)c1ccco1,-3,97,-1,100,-27,-2,16,-1,-3,-1,99
Cc1ccc(S(=O)(=O)N2CCC(=O)N2)cc1,-1,94,0,92,-37,0,15,0,1,-1,99

(cont.)
smiles,Bim-Bfl-1,RGS4-Gao reg,Bim-Bcl-W,RGS7-Gao reg,Mcl1-Bid inh,Bcl-B Bim block,GSH bead fluor,Bim-Bcl-2,Bim-Bcl-XL,Bim-Mcl-1,RGS8-Gao
Cn1c(O)c(N=NC(=O)c2ccccc2O)c2ccccc21,-1,101,0,107,-38,0,11,0,1,-3,102
Cc1cc(N2CCN(C)CC2)nc(=S)[nH]1,-2,105,-2,106,-48,-21,17,-5,-5,-4,105
CCN(CC)c1ccc(CNc2nc3ccccc3n2CCN2CCOCC2)cc1,-3,105,-3,105,-23,-5,19,1,-1,-2,103
COc1ccc(Sc2ccc(/C=C3\C(=O)NN(c4ccccc4)C3=O)o2)cc1,-4,102,-2,107,-44,-2,10,4,-1,0,101
CCNC(=S)N/N=C/c1ccc(-c2ccccc2)o1,-4,102,-4,105,-45,-7,10,-5,-7,-5,99
O=C(c1ccccc1F)N(NC(=O)C(O)(c1ccccc1)c1ccccc1)c1ccccc1,-7,102,0,101,-10,-8,11,-4,-9,-3,102
COc1ccccc1/C=N/NC(=O)c1csc(C)c1C,-1,93,-1,91,-15,0,9,0,-3,-1,98
O=C(COC(=O)c1cccnc1Cl)Nc1nc(-c2ccccc2)cs1,-10,101,-2,100,11,-8,15,-8,-5,0,102
COc1cc(C(=S)NCc2ccccc2)cc(Br)c1O,24,98,6,121,-24,-36,16,0,-1,-2,83
Cn1c(C(=O)NCc2cccs2)cc2oc3ccccc3c21,-1,100,-2,101,-17,-5,27,2,0,-1,103
Cc1ccc(C(=O)NCc2ccco2)cc1S(=O)(=O)Nc1cccc(C)c1C,-10,101,4,99,-40,-8,49,-5,-1,-2,95
CCOc1ccccc1NC(=O)c1cc(C(=O)Nc2ccccc2OCC)cc(N2C(=O)CCC2=O)c1,-4,100,1,98,-4,0,25,3,0,2,101
CC1(C)CC2CC(C)(CN2C(=O)C23CCC(C)(C(=O)C2)C3(C)C)C1 (stereo not drawn),-8,104,-3,105,-20,-5,10,-6,-5,-4,102
O=C(NCc1ccccc1)c1cccc(COc2ccc(Cl)cc2)c1,-1,103,0,105,-16,0,25,-3,-3,-2,104
Cc1ccc(C(=O)N/N=C/c2nc3ccccc3n2C)cc1,-1,100,0,101,6,-1,9,-1,0,-1,100
CC1CC(C)CN(c2ccc(-n3cnnn3)cc2[N+](=O)[O-])C1 (stereo not drawn),-2,102,-2,103,-6,-2,30,0,-2,3,100
O=C(N/N=C/c1cn(-c2ccccc2)nc1-c1cccs1)c1ccc(Cl)cc1,0,92,-1,94,-1,-8,10,-2,-7,-6,95
N#C/C(=C(/O)COC(=O)Cc1c[nH]c2ccccc12)c1nc2ccccc2[nH]1,-17,110,0,108,-72,-9,30,-12,-5,-2,106
CCC(C)NC(=O)Nc1ccc2c(c1)N(C)C(=O)c1ccccc1S2 (stereo not drawn),-11,94,2,95,-20,-7,56,-7,-5,1,97
O=C(Nc1ccc(S(=O)(=O)N2CCCC2)cc1)C1CC(=O)N(c2ccccc2)C1 (stereo not drawn),-11,102,-1,103,-19,-9,63,-3,-8,-2,101
COC(=O)CNC(=O)c1cccs1,-2,98,-1,91,-3,0,16,-2,-1,-2,95
Cc1csc(/C(=N\O)c2csc(C)n2)n1,-6,103,-6,104,-3,2,25,1,-3,-3,106
CC1(C)Cc2ccccc2-c2nc3n(c(=O)c21)CCCS3,-3,100,1,96,-22,-1,20,-2,-1,0,101
N#Cc1c(NC(=O)CSc2n[nH]c(N)n2)oc(-c2ccccc2)c1-c1ccccc1,-8,104,-1,101,2,-6,38,-9,-9,0,103
Cc1ccc(/C=N/NC(=O)CSc2nc3ccccc3s2)o1,-7,100,-3,102,-14,-9,12,-5,-5,-3,102
O=C(NNC(=O)c1ccco1)c1cccc([N+](=O)[O-])c1,-10,105,-1,114,-8,-9,28,-12,-4,-3,105
O=C1C(Cc2c[nH]c3ccccc23)NC(=S)N1Cc1ccccc1 (stereo not drawn),-7,102,0,103,-49,-1,11,-4,-2,-1,105
O=C(COC(=O)c1cccc(S(=O)(=O)N2CCc3ccccc32)c1)Nc1ncc(C(F)(F)F)cc1Cl,-12,101,-6,100,-19,-15,20,-7,-21,-7,102
Fc1ccc(NC(=S)NCCc2ccc(Cl)cc2)cc1,0,101,-1,103,-17,-2,6,0,0,0,104
COc1ccc(CNC(=O)C2=C(C)C(=O)OC23CCC(C)CC3)cc1 (stereo not drawn),-10,104,0,105,-26,-5,23,-10,-3,0,103
Cc1ccc(C(=O)N2CCCC(CCC(=O)N3CCN(c4ccccn4)CC3)C2)s1 (stereo not drawn),-6,105,-1,105,-39,-7,18,-2,0,-2,105
O=C(O)C1=C[C@@H](c2ccc(Br)cc2)C[C@@H](OCc2ccc(CO)cc2)O1,-3,93,-2,97,-5,-1,18,-1,0,2,98
COC(=O)Nc1ccc(S(=O)(=O)N2CCCCC2C(=O)O)cc1 (stereo not drawn),-2,96,1,93,-36,0,9,1,0,1,97
CCN1C(=O)/C(=C/C=C2/CCCN2C)OC1=S,-10,94,-2,92,-57,-5,14,-2,-5,-2,98
O=Cc1nc(-c2ccccc2Cl)n2ccccc12,-12,94,-2,100,-18,-8,30,-6,-11,-2,104
CC(C)Cn1nc(NC(=O)C2CCCO2)c2cc3ccccc3nc21 (stereo not drawn),-2,99,1,97,·,-1,34,2,2,7,99
COc1cccc(NC(=S)N2CCCC2c2ccc(OC)c(OC)c2)c1 (stereo not drawn),-4,102,-2,95,-15,-4,14,-3,-2,0,96
COc1ccc(OCC(=O)Nc2ccc(N3CCC(C)CC3)cc2)cc1,-5,100,-4,101,-17,-5,18,-3,-4,-1,107
CC(C)(C)NS(=O)(=O)c1ccc(N2C(=O)c3ccccc3C2=O)cc1,-11,96,-1,95,-17,-7,43,-6,0,0,97
CC1CCC2(CC1)NC(=O)N(CC(=O)Nc1ccc(N3CCOCC3)cc1)C2=O (stereo not drawn),2,100,0,103,-39,2,8,2,-1,0,101
Cc1ccc(CNC(=S)Nc2cc(C)ccc2OC(F)F)cc1,-5,101,-5,102,-17,-6,13,-7,-3,0,101
